# Source: PubChem
# JMJD2C inh: human JMJD2C demethylase inhibition; Q9H3R0; GST-JMJD2C(1-420) H3K9me3 demethylation, DELFIA europium; inhibition, % at 2.35 µM; hit rate 0.069% among 330,000;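 active means more than half of a compound's replicate wells show inhibition beyond 50%, single wells judged on their own value; inconclusive means some, but no more than half, of replicates pass 50% inhibition; inactive means no replicate passes 50% inhibition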;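 further: signal counts dimethyl H3K9 product captured on neutravidin plate; 0% = median of DMSO wells and 100% = 0.3 times that DMSO median; strong numbers were not always called active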
# Target sequence (Q9H3R0 1-420 limits assumed): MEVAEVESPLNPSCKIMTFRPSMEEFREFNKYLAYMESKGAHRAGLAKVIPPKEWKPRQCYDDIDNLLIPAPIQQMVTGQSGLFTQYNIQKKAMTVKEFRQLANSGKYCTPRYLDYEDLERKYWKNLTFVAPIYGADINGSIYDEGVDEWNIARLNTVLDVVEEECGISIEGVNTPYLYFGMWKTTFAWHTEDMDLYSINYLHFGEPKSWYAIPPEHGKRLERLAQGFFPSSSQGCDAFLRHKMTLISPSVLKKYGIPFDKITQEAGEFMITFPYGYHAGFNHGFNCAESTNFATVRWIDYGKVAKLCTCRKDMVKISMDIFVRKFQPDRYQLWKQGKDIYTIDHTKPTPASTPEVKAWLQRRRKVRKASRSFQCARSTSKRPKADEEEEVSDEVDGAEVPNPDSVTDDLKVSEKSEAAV
# CTSL1 counter: blocks F. hepatica cathepsin L1 in PFM18AAP counter-screen; hit rate 0.49% among 300,000; AID 1906; recombinant F. hepatica cathepsin L1, Z-Leu-Arg-MCA fluorescence; inhibition, % at 5.96 µM;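 active means inhibition above the mean of all tested compounds plus 3 SD, set per screening campaign, cut at about 17% in these data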;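 further: 0% = plate median of test compound wells and 100% = 1 µM Z-Phe-Ala-diazomethylketone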
# proCasp3 act: procaspase-3 (human) activation; activation, % at 8.5 µM; P42574; recombinant procaspase-3 D3A, Ac-DEVD-pNA absorbance 405 nm; hit rate 0.11% among 330,000; AID 463141;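 active means activation above the mean of all tested compounds plus 3 SD, cut at about 21% in these data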;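 further: 0% = DMSO alone and 100% = DMSO wells spiked with extra 5 µM PC-3 D3A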
# Target sequence (P42574 whole entry D9A/D28A/D175A): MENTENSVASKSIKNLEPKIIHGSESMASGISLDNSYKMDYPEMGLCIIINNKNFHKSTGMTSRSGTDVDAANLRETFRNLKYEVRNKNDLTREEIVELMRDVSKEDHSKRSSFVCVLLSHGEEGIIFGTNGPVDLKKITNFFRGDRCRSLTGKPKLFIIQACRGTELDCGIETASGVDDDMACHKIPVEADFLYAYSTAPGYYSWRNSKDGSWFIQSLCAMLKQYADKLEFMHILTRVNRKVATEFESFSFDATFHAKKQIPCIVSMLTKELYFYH
#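 Test system: Procaspase-3 D3A mutant, all three cleavage aspartates alanine | Dosing: Single dose, 8.5 µM nominal compound, 0.8% DMSO | Schedule: 1 h preincubation, 2 h reaction | Technique: 405 nm absorbance of p-nitroaniline, reads at 0 and 120 min | Repeats: One well per compound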
# PP1 counter: PP1-alpha (human) inhibition in PP5 counter-screen; P62136; purified PP1alpha, OMFP fluorescence; inhibition, % at 6.7 µM; hit rate 0.9% among 320,000;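 active means inhibition above the mean inhibition of all tested compounds plus 3 SD, computed separately for each screening campaign, cut at about 15% in these data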
# Target sequence (P62136 whole entry, looked up): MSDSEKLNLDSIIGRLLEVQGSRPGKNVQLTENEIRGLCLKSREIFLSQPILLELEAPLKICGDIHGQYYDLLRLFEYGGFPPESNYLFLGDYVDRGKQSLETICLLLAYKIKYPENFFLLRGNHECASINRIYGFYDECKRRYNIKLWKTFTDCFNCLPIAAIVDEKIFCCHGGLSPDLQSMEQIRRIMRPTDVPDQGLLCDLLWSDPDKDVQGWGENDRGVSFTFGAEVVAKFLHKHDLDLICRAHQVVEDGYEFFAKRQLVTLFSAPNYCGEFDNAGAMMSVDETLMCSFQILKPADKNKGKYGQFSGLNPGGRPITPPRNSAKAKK
# procasp7 counter: counter-screen for procaspase-3 activators: activators of human procaspase-7. P55210. recombinant procaspase-7, Ac-DEVD-pNA absorbance 405 nm; D23A/D198A/D206A triple mutant, cannot self-cleave; scale: DMSO 0, 5 µM enzyme 100. activation, % at 8.5 µM. hit rate 0.093% among 330,000. AID 463210;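 active means percent activation above the screen-wide mean plus 3 SD, cut at about 25% in these data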
#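 Replicates: singlicate. Assay system: Procaspase-7 triple mutant (PC-7 D3A). Signal: 405 nm absorbance of p-nitroaniline. Times: 1 h preincubation, 2 h reaction. Buffer or medium: Zinc-free HEPES pH 7.4 with 300 mM NaCl, 0.01% Triton X-100. Also added: DEVD-pNA substrate. Benchmarks: DMSO wells as 0%, DMSO with 5 µM added PC-7 as 100%.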
# PP5 primary: PP5 (human) phosphatase inhibition; P53041; purified PP5c, OMFP substrate fluorescence; inhibition, % at 6.7 µM; hit rate 0.18% among 320,000;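 active means inhibition above the campaign's mean inhibition across all tested compounds plus 3 SD, cut at about 9.5% in these data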;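 further: 0% = DMSO only and 100% = 100 µM cantharidin control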
# core dimer inh: HCV core protein dimerization inhibition; TR-FRET GST/Flag-core106 dimerization, 1536-well; hit rate 0.33% among 300,000; inhibition, % at 5 µM; AID 1899;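 active means inhibition above the mean of all tested compounds plus 3 SD, set per screening campaign, cut at about 45% in these data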
#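 Test system: GST/Flag-tagged HCV core106 proteins; Medium: KF-containing HEPES buffer, pH 7.45, DTT, CHAPS, BSA; Times: compound-protein-antibody incubation 4 h at 22.5 °C; Detection: TR-FRET 671 and 617 nm emission; Benchmarks: wells lacking GST-core106 and wells with excess unlabelled core106.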
# Efflux pump mplx: blocks antifungal efflux pumps in multiplex yeast assay | S. cerevisiae Candida pump triplex, Nile Red efflux | inhibition, % at 10 µM | hit rate 0.44% among 330,000;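 active means plate passing quality check with inhibition over a set limit, or well fluorescence over plate mean plus 4 SD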;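 further: Nile Red retained in pooled yeast measured as flow cytometry median fluorescence; 0% = buffer negative control and 100% = Enniatin B positive control; higher means more Nile Red kept so more efflux inhibition; some compounds called inactive have numbers as strong as hits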
# TPT1 inhibitor: C. albicans TPT1 enzyme inhibition; inhibition, % at 5 µM; recombinant caTPT1, FP RNA substrate dephosphorylation; AID 1962; hit rate 0.81% among 300,000;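 active means inhibition above the mean of all tested compounds plus 3 SD, set per screening campaign, cut at about 24% in these data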;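 further: plate controls were DMSO alone for no effect and ferristatin control at 100 nM for full effect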
# Active calls of the source: *; ? = inconclusive; . = no result given.
SMILES,JMJD2C inh,CTSL1 counter,proCasp3 act,PP1 counter,procasp7 counter,PP5 primary,core dimer inh,Efflux pump mplx,TPT1 inhibitor
O=C(c1nnc(Cc2ccc(Cl)cc2)o1)N1CCc2ccccc2C1,7,4,1,1,4,2.1,9,-0.6,-3
Cn1ncc(N=Cc2ccccc2O)c1C(=O)N1CCOCC1,-20,2,1,0,0,-0.1,-5,0.1,2
Cn1c(=O)cc(N2CCOCC2)[nH]c1=O,16,0,2,2,8,-1.4,8,0.0,-2
O=C1C2C3CCC(C3)C2C(=O)N1Cc1ccco1 (stereo not given),-40,0,-4,-3,-6,-0.1,7,0.0,2
CC(C)Nc1nc(NC(N)=S)nc(NC(C)C)n1,1,-2,-9,2,-5,0.0,-5,0.0,-1
CCNC(=O)CC1C(=O)N(c2ccccc2)C(=O)N1CCOC (stereo not given),1,0,0,-4,11,-1.6,-1,0.2,-1
CN(Cc1cn(C)nc1-c1ccc(Oc2ccccc2)cc1)C1CCOC1 (stereo not given),5,-11,3,1,5,1.8,1,-0.1,-2
O=C(c1cnc(N2CCN(c3ncccn3)CC2)c2ccccc12)N1CCN(c2ncccn2)CC1,?,-2,4,-1,-3,2.9,5,0.1,-1
CC(=O)c1sc2nsc(SCCN3CCCCC3)c2c1N,-27,-1,-8,-5,-26,0.6,-5,0.1,-8
COc1ccc(C(CNC(=O)c2cccc(Br)c2)N2CCCC2)cc1 (stereo not given),-14,2,2,-2,-6,10*,-4,-0.2,1
COc1ccc(C(C(=O)NC(C)(C)C)N(Cc2ccc(C)cc2)C(=O)CCC(=O)Nc2cc(C)on2)cc1 (stereo not given),4,-3,-3,-1,-16,-0.1,6,0.0,-2
COCCN1Cc2cccc(C(=O)NCCCN3CCCC3=O)c2C1=O,-17,-6,-4,-6,6,1.5,-1,0.5,5
CC1CN(C(=O)c2ccccc2Sc2ccccc2C#N)CC(C)O1 (stereo not given),23,-2,-2,1,21,3.3,2,0.1,0
Cc1ccc(-n2c(C)cc(C(=O)OCC(=O)N(C)C3CCS(=O)(=O)C3)c2C)cc1 (stereo not given),-6,0,-6,1,5,2.1,0,0.1,-2
O=C(CSC(=S)N1CCCC1)NCC(=O)Nc1ccc(F)c(F)c1,4,0,3,-8,15,1.7,1,0.1,4
COc1cc(NC(=O)c2cc(S(=O)(=O)N3CCc4ccccc43)cn2C)cc(OC)c1OC,0,2,-3,-1,12,0.6,5,-0.1,1
Cc1ccc(S(=O)(=O)N2CCC(C)CC2)cc1C(=O)NCc1ccccn1,1,4,7,-3,-11,-7.1,-12,0.2,-10
CC(C)N(Cc1nc(-c2ccccc2)no1)S(=O)(=O)c1ccccc1,-25,1,-8,1,-13,1.1,0,0.2,0
COCCN1C(=O)N(c2ccc(Cl)cc2)C(=O)C1CC(=O)Nc1cc(OC)cc(OC)c1 (stereo not given),5,4,5,-9,-3,6.5,-8,0.0,-3
Cc1ccc(C)c(NC(=O)NNC(=O)c2cc3occc3[nH]2)c1,-1,-2,-1,2,-6,1.3,-10,-0.5,-1
NC(=O)CC(NC(=O)Cc1cccc2ccccc12)c1ccc(N2CCN(c3ccccc3)CC2)c([N+](=O)[O-])c1 (stereo not given),1,4,3,11,3,-0.3,4,0.2,0
COC(=O)c1cc(S(=O)(=O)N2c3ccccc3CC2C)cn1C (stereo not given),61,2,1,2,3,-0.6,1,0.1,0
O=C(C1CC(=O)N(C2CCCC2)C1)N1CCN(c2ccc(F)cc2)CC1 (stereo not given),-9,0,0,-1,2,0.0,1,-0.1,-4
CC(C)=CCN1CCN(Cc2nc(-c3ccccc3)cs2)CC1CCO (stereo not given),-3,2,8,2,3,1.5,-1,-0.1,3
CC(=O)Nc1ccc(NC(=O)Nc2cccc3ccccc23)cc1,-2,-3,3,-1,-8,3.9,-3,-0.1,0
# Continued:
SMILES,JMJD2C inh,CTSL1 counter,proCasp3 act,PP1 counter,procasp7 counter,PP5 primary,core dimer inh,Efflux pump mplx,TPT1 inhibitor
COc1cccc2cc(C(=O)N3CCc4ccccc43)c(=O)oc12,-1,-1,4,1,4,2.5,-10,-0.1,0
CCOC(=O)c1sc(SC)nc1N,-5,1,4,0,8,-4.0,-1,0.1,2
Cc1cccc(N2CCN(C(=O)c3ccc(CS(=O)Cc4cccc(Cl)c4)o3)CC2)c1C (stereo not given),-10,1,-4,8,-14,-2.4,0,0.3,1
Clc1ccc(OCc2nc(-c3ccccn3)n[nH]2)cc1,70,3,8,4,0,3.1,3,0.4,-3
CC(C)(C)OC(=O)C[C@@H]1C/C=C\C[C@@H](CC(=O)NCCO)C(=O)NC[C@H](c2ccccc2)OC1=O,-7,.,2,.,3,.,.,0.1,.
O=C(COc1ccc(Cl)c(Cl)c1)NN1C(=O)C2C(C1=O)C1C=CC2C12CC2 (stereo not given),10,-11,10,0,2,-2.5,2,-0.1,-2
CCOc1ccc(N2CC(C(=O)N3CCc4ccccc43)CC2=O)cc1 (stereo not given),14,8,-6,7,9,0.4,3,0.2,3
Cc1ccc(C(c2sc3ncnn3c2O)N2CC(C)CC(C)C2)cc1 (stereo not given),14,2,-3,4,-7,0.7,-2,-0.1,-1
O=C1CC(SC2=NCCS2)C(=O)N1c1ccc(Cl)cc1 (stereo not given),-3,3,6,-3,-1,-0.9,-5,0.0,2
Cn1nc(C(F)(F)F)cc1C(=O)NC1CCCCCC1,1,2,-1,-2,3,-2.1,2,0.0,2
CN1C(=O)/C(=C/c2ccccc2Cl)Sc2ccc(C(=O)N3CCCC3)cc21,-3,2,0,5,5,4.2,11,0.1,-4
CCN(CC)S(=O)(=O)c1ccc(C)c(NC(=S)N2CCN(c3ccccn3)CC2)c1,-4,5,-7,2,-10,0.6,5,-0.1,1
CC1CCc2c(sc3ncnc(SCC(=O)c4ccccc4)c23)C1 (stereo not given),0,-4,4,3,-2,2.1,-2,-0.1,4
CNC(=O)c1ccc(-c2cc(C(F)(F)F)nn2C)s1,-14,8,-6,-3,-2,-0.6,0,-0.1,0
COc1ccc(/C=C/c2nnc(NC(=O)c3ccco3)s2)cc1,3,3,1,6,-3,-2.0,0,-0.1,3
Cc1cc(C(=O)N2CCCC(Nc3ccc(F)cc3)C2)n(C)n1 (stereo not given),6,-3,-9,-3,-2,2.8,-5,0.1,0
CC(C)(C)c1ccc(Cn2c(=O)cnc3ccccc32)cc1,-15,-1,3,4,12,2.8,7,-0.1,-4
CCS(=O)(=O)Nc1ccc(-c2nnc(SCC(=O)c3ccc(NC(C)=O)c(OC)c3)o2)cc1,-10,-5,14,2,-2,1.0,8,0.2,-5
Oc1ccc(Br)cc1-c1cc(-c2ccccc2Cl)[nH]n1,8,-2,5,0,-4,5.0,-3,0.0,1
Cc1cc(C)c2c(-n3cccc3)nn(CC#N)c2n1,-2,1,0,1,4,2.8,2,0.0,-5
CNCc1ccccc1OCc1ccc(F)cc1,5,0,5,-2,1,-0.2,-4,-0.1,-1
Cc1ccccc1N/C(=C(/C(Cl)=C(Cl)Cl)[N+](=O)[O-])n1nnc2ccccc21,7,6,-9,-5,-7,3.1,1,-0.1,0
O=C(c1cc(F)c(F)c(F)c1F)N1CCN(C(=O)C2CCCO2)CC1 (stereo not given),-4,.,-8,.,-4,.,.,0.2,.
C/C(=N\NC(=O)c1c[nH]c2ccccc12)c1ccc(C)o1,-1,2,-7,0,-1,0.9,-7,-0.2,-6
COc1ccccc1NC(=O)C(C/C=C(/C)Cl)C(C)=O (stereo not given),4,0,-4,-4,1,-4.2,-1,-0.1,-2
# Next entries follow.
SMILES,JMJD2C inh,CTSL1 counter,proCasp3 act,PP1 counter,procasp7 counter,PP5 primary,core dimer inh,Efflux pump mplx,TPT1 inhibitor
O=C(CN1C(=O)c2ccccc2C1=O)NC1CCCCCC1,-1,-3,-5,-2,10,0.5,-5,-0.1,-1
O=S1(=O)CCOCCCN1Cc1cccc(C(F)(F)F)c1,-30,0,4,0,5,0.9,-12,-0.3,0
O=C(CN1C(=O)/C(=C/c2ccccc2)SC1=S)Nc1cccnc1,0,-1,-11,0,1,1.4,3,0.2,5
COc1ccc(OC)c(CNCc2ccc3c(c2)OCO3)c1,1,-2,1,-1,2,-0.1,-3,0.0,-1
CC(C)(C)OC(=O)N1CSC[C@H]1C(=O)NC[C@H](CC(=O)O)c1ccc(Cl)cc1,-6,-4,4,4,6,2.8,-8,0.6,-1
COc1ccc(C(=O)Cn2nnc(-c3ccccc3-n3cnnn3)n2)cc1,-5,-2,-7,-1,-2,-0.8,4,0.0,-4
CCC(NC(=O)Nc1nccs1)(C(F)(F)F)C(F)(F)F,-19,-3,1,-1,-3,1.0,-1,0.1,0

# In the list so far, eleven contain a Cl atom:
SMILES,JMJD2C inh,CTSL1 counter,proCasp3 act,PP1 counter,procasp7 counter,PP5 primary,core dimer inh,Efflux pump mplx,TPT1 inhibitor
O=C(c1nnc(Cc2ccc(Cl)cc2)o1)N1CCc2ccccc2C1,7,4,1,1,4,2.1,9,-0.6,-3
COCCN1C(=O)N(c2ccc(Cl)cc2)C(=O)C1CC(=O)Nc1cc(OC)cc(OC)c1 (stereo not given),5,4,5,-9,-3,6.5,-8,0.0,-3
Cc1cccc(N2CCN(C(=O)c3ccc(CS(=O)Cc4cccc(Cl)c4)o3)CC2)c1C (stereo not given),-10,1,-4,8,-14,-2.4,0,0.3,1
Clc1ccc(OCc2nc(-c3ccccn3)n[nH]2)cc1,70,3,8,4,0,3.1,3,0.4,-3
O=C(COc1ccc(Cl)c(Cl)c1)NN1C(=O)C2C(C1=O)C1C=CC2C12CC2 (stereo not given),10,-11,10,0,2,-2.5,2,-0.1,-2
O=C1CC(SC2=NCCS2)C(=O)N1c1ccc(Cl)cc1 (stereo not given),-3,3,6,-3,-1,-0.9,-5,0.0,2
CN1C(=O)/C(=C/c2ccccc2Cl)Sc2ccc(C(=O)N3CCCC3)cc21,-3,2,0,5,5,4.2,11,0.1,-4
Oc1ccc(Br)cc1-c1cc(-c2ccccc2Cl)[nH]n1,8,-2,5,0,-4,5.0,-3,0.0,1
Cc1ccccc1N/C(=C(/C(Cl)=C(Cl)Cl)[N+](=O)[O-])n1nnc2ccccc21,7,6,-9,-5,-7,3.1,1,-0.1,0
COc1ccccc1NC(=O)C(C/C=C(/C)Cl)C(C)=O (stereo not given),4,0,-4,-4,1,-4.2,-1,-0.1,-2
CC(C)(C)OC(=O)N1CSC[C@H]1C(=O)NC[C@H](CC(=O)O)c1ccc(Cl)cc1,-6,-4,4,4,6,2.8,-8,0.6,-1

# Single values from the results shown:
# Result for `CCC(NC(=O)Nc1nccs1)(C(F)(F)F)C(F)(F)F` under PP1 counter: -1
# Result for `O=C(CN1C(=O)c2ccccc2C1=O)NC1CCCCCC1` under PP5 primary: 0.5
